# PLAP act = PLAP enzyme activators, biochemical, luminescence, HTS. 96,000 tested, 1.2% active. activation fold at 20 µM. Alkaline phosphatase, placental type (Homo sapiens), P05187. purified PLAP enzyme, luminescent substrate read-out; hits give high values; in the data active means activation fold above about 2
# CYP2C19 inhib = blockers of cytochrome P450 2C19 activity – biochemical, luminescence, ADME assay, primary screen. P33261. CYP2C19 Supersomes, luciferin-H EGE luminescence, 30 min. inhibition, % at 5 µM. 96,000 tested, 21% active. AID 778, 2007;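 active means CYP2C19 inhibition above a set limit at 5 µM in the primary screen, cut at about 50% in these data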;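 further: plate controls were negative control wells for no effect and 2.5 mM tranylcypromine positive control for full effect; values of inactives mirror those of a sister screen read the other way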
# CYP2C19 activ = human CYP2C19 activators, primary screen, biochemical, luminescence. Cytochrome P450 2C19 (Homo sapiens), P33261. recombinant CYP2C19, luciferin-H EGE luminescence; hits give high values; 0 = fully inhibited enzyme, 1 = untreated enzyme. activation factor at 5 µM. 96,000 tested, under 10 active. AID 1025, 2008;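 active means activation factor of at least 2 at 5 µM in the primary screen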;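 further: 0 = wells with 2.5 mM tranylcypromine and 1 = vehicle-only wells; values of inactives mirror those of a sister screen read the other way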
# HIV Rev-RRE inh = HIV-1 Rev-RRE binding inhibitors, primary screen, biochemical, FRET, protein-RNA interaction. 97,000 tested, 0.79% active. Rev peptide-RRE RNA binding. inhibition, % at 8 µM;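 active means inhibition above the screen-wide mean plus 3 SD, cut at about 35% in these data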;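 further: 0% = median DMSO wells and 100% = median Neomycin B control wells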
# Target sequence (P05866 whole entry, looked up): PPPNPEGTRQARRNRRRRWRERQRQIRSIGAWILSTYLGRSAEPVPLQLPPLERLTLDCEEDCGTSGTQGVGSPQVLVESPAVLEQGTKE
#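 Test system: Cy5-tagged RRE RNA duplex with fluorescein-tagged Rev peptide | Read-out: % inhibition of FRET ratio versus controls | Probe or stimulus: Labelled Rev peptide | Incubation: 5 min RNA-compound premix plus 15 min binding step, 25 °C | Technique: FRET fluorescence readout | Benchmarks: DMSO low control, neomycin B high control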
# CYP2C9 act = human CYP2C9 activators, primary screen, biochemical, luminescence; Cytochrome P450 2C9 (Homo sapiens), P11712; recombinant CYP2C9, luciferin-H conversion; hits give high values; factor 1 = untreated enzyme, 0 = blocked; activation factor at 5 µM; 96,000 tested, 1.4% active; AID 1024, 2008;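 active means activation factor of 2 or more for CYP2C9 at a 5 µM dose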;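 further: 0 = sulfaphenazole-blocked wells and 1 = vehicle-only wells; values of inactives mirror those of a sister screen read the other way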
# EphB4 ephrin blk = EphB4-ephrin-B2 interaction antagonists, primary screen, biochemical, TNYL-RAW peptide probe, fluorescence polarization. 97,000 tested, 0.15% active. AID 720, 2007. inhibition, % at 7 µM. EphB4 LBD / TNYL-RAW-Alexa532 peptide;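 active means inhibition above the screen-wide mean inhibition plus 3 SD, cut at about 15% in these data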;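 further: 0% = DMSO wells and 100% = excess unlabeled TNYL-RAW peptide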
# PLK1 kinase inh = human PLK1 kinase inhibitors, primary screen, biochemical, TR-FRET | inhibition, % at 10 µM | Serine/threonine-protein kinase PLK1 (Homo sapiens), P53350 | recombinant PLK1 kinase, TR-FRET peptide phosphorylation | 97,000 tested, 0.53% active;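 active means inhibition of 50% or more in the single-concentration screen; inactive means inhibition below 50%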;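 further: 0% = DMSO max control and 100% = H-89 dihydrochloride min control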
# Target sequence (P53350 whole entry, looked up): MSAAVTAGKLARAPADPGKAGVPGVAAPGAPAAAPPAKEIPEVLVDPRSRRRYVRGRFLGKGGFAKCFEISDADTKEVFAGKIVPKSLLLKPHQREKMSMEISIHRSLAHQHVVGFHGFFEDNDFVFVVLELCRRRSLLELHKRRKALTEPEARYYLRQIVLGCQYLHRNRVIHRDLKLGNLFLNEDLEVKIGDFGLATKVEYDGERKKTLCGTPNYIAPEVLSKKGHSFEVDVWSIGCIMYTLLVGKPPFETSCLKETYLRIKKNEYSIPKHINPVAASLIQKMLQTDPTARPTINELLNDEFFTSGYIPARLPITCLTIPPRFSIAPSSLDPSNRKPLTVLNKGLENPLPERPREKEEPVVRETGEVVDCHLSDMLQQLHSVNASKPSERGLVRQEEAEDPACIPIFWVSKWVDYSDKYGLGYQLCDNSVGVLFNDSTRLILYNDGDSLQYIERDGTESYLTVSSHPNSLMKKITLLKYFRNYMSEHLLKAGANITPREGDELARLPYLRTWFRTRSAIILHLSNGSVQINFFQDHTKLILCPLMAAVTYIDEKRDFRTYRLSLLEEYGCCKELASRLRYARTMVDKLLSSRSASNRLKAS
# CYP2C9 inh = blockers of cytochrome P450 2C9 activity – biochemical, luminescence, ADME assay, primary screen; CYP2C9 Supersomes, luciferin-H conversion; 96,000 tested, 20% active; inhibition, % at 5 µM;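 active means blocking of liver enzyme CYP2C9 beyond about 50% at 5 µM, limit read from the data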; further: values of inactives mirror those of a sister screen read the other way
# Plk1 PBD FP = Plk1 polo box domain binding inhibitors, primary screen, biochemical, fluorescence polarization. Serine/threonine-protein kinase PLK1 (Homo sapiens), P53350. Plk1 PBD phosphopeptide binding. inhibition, %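 (tested at about 20 µM)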. 97,000 tested, 0.13% active. AID 693, 2007; in the data active means inhibition above about 34%, passing the limit was not always enough
# * marks the source's active call; other numbers are inactive results; nt = not tested or not shown.
SMILES,PLAP act,CYP2C19 inhib,CYP2C19 activ,HIV Rev-RRE inh,CYP2C9 act,EphB4 ephrin blk,PLK1 kinase inh,CYP2C9 inh,Plk1 PBD FP
N#CCCSCc1ccc2oc(C(=O)O)cc2c1,1.1,8.3,0.9,8.2,1,2.8,-0.3,0.6,-9.1
Cc1noc(C)c1C(=O)N1CCN(c2ncccn2)CC1,0.8,6.9,0.9,5.4,1,-16.3,-2.3,1.0,9.2
COc1ccccc1Nc1nc(C2(C)CCC(=O)O2)cs1 (stereo unspecified),1,81.4*,0.2,1.7,0.6,-0.2,-9.1,38.9,6.7
Brc1ccc(/C=N/Nc2ccc3ccccc3n2)cc1,1,6.1,0.9,10.1,0.7,6.8,-11.2,33.6,-15.7
O=[N+]([O-])c1ccc(/C=N/Nc2nc(-c3ccccc3)c3cc(Br)ccc3n2)o1,1.3,-3.9,1,21.7,1,8.4,-12.6,-2.5,-4.5
Cc1cc(C)cc(N2CC(c3nc4ccccc4n3C)CC2=O)c1 (stereo unspecified),1.2,12.0,0.9,1.7,1.4,-6.9,57.5*,-36.3,-1.4
Cc1cc(C)c(NC(=O)C2CSCCS2)c(C)c1 (stereo unspecified),nt,nt,nt,6.5,nt,3.3,-5.8,nt,-20.4
Cc1ccc(C=C2C(=O)c3ccccc3C2=O)s1,0.9,13.0,0.9,-1.5,0.5,-1.6,0.1,48.0,-9.4
CCCC(=O)Nc1cc(OCC)c(NC(=O)NC2CCCCC2)cc1OCC,0.9,10.5,0.9,-3.0,1,0.5,-6.2,4.7,-13.8
Cc1cc(C)c(C(=O)CSc2nnc(-c3ccccc3Br)o2)cc1C,0.8,27.8,0.7,5.8,1.2,-6.0,-12.1,-24.3,5.9
CC(=O)Nc1ccc(Oc2ccc3nc(C)[nH]c3c2)cc1,0.9,11.2,0.9,7.9,0.9,-2.9,-33.0,11.6,0.9
CCSc1nc2ccccc2n1C(=O)Oc1ccccc1,nt,nt,nt,6.0,nt,2.6,-13.8,nt,-6.0
FC(F)(F)c1cc(-c2ccccc2)nc(-n2cncn2)n1,1,-7.6,1.1,-2.9,1,-8.6,-2.3,4.9,-6.4
CCN(CC)CCn1c(=S)[nH]c2ccccc2c1=O,0.8,2.4,1,6.9,1,4.3,-7.6,1.2,-12.1
CC(CN1CCOCC1)(NS(=O)(=O)c1ccccc1)c1ccccc1 (stereo unspecified),1,92.0*,0.1,-4.2,0.4,-6.5,-4.9,59.8*,-14.6
O=C1c2ccccc2C(=O)N1Cc1nc(-c2ccccc2)no1,0.9,49.3,0.5,nt,0.9,nt,nt,14.0,nt
CC(Oc1ccc(Cl)cc1Cl)C(=O)OCn1nnc2ccccc2c1=O (stereo unspecified),0.9,-2.4,1,18.9,0.9,0.3,-13.4,10.2,-8.5
O=C(NCCN1CCOCC1)c1cc2ccccc2[nH]1,nt,nt,nt,7.2,nt,8.0,-5.9,nt,-1.1
O=C(NCc1ccc2c(c1)OCO2)C1CCCN1C(=O)Nc1cccc(F)c1 (stereo unspecified),nt,nt,nt,-0.6,nt,-1.2,-4.5,nt,17.7
C=CCNS(=O)(=O)c1nc(C)c(Cl)c(C)c1C#N,1.6,16.8,0.8,nt,1.1,nt,nt,-11.3,nt
Cc1cc(Nc2ccc(F)cc2Cl)n2ncnc2n1,1.7,-20.7,1.2,nt,1,nt,nt,-3.9,nt
c1ccc(-c2nnc3sc(Cc4cccs4)nn23)cc1,nt,nt,nt,4.2,nt,-7.6,-9.1,nt,0.3
CCOC(=O)c1c(N)sc(C(=O)N2CCCCCC2)c1C,1.2,80.8*,0.2,0.7,0.7,-8.2,-13.8,33.7,-16.0
Cc1nn(-c2ccccc2)c(C)c1/C=N/NC(=O)c1cc(-c2ccc(Cl)s2)[nH]n1,1,22.5,0.8,0.7,0.8,9.3,-10.3,16.1,-26.8
Cn1c(=O)c2c(nc(N3CCCCC3)n2C)n(C)c1=O,1.1,37.8,0.6,-1.2,0.8,6.9,-19.0,15.1,-6.9

# Random excerpt: 3 compounds from above.
SMILES,PLAP act,CYP2C19 inhib,CYP2C19 activ,HIV Rev-RRE inh,CYP2C9 act,EphB4 ephrin blk,PLK1 kinase inh,CYP2C9 inh,Plk1 PBD FP
Cc1cc(C)c(C(=O)CSc2nnc(-c3ccccc3Br)o2)cc1C,0.8,27.8,0.7,5.8,1.2,-6.0,-12.1,-24.3,5.9
Cc1cc(Nc2ccc(F)cc2Cl)n2ncnc2n1,1.7,-20.7,1.2,nt,1,nt,nt,-3.9,nt
N#CCCSCc1ccc2oc(C(=O)O)cc2c1,1.1,8.3,0.9,8.2,1,2.8,-0.3,0.6,-9.1

# Returning to the listing, starting six compounds before the break.
SMILES,PLAP act,CYP2C19 inhib,CYP2C19 activ,HIV Rev-RRE inh,CYP2C9 act,EphB4 ephrin blk,PLK1 kinase inh,CYP2C9 inh,Plk1 PBD FP
C=CCNS(=O)(=O)c1nc(C)c(Cl)c(C)c1C#N,1.6,16.8,0.8,nt,1.1,nt,nt,-11.3,nt
Cc1cc(Nc2ccc(F)cc2Cl)n2ncnc2n1,1.7,-20.7,1.2,nt,1,nt,nt,-3.9,nt
c1ccc(-c2nnc3sc(Cc4cccs4)nn23)cc1,nt,nt,nt,4.2,nt,-7.6,-9.1,nt,0.3
CCOC(=O)c1c(N)sc(C(=O)N2CCCCCC2)c1C,1.2,80.8*,0.2,0.7,0.7,-8.2,-13.8,33.7,-16.0
Cc1nn(-c2ccccc2)c(C)c1/C=N/NC(=O)c1cc(-c2ccc(Cl)s2)[nH]n1,1,22.5,0.8,0.7,0.8,9.3,-10.3,16.1,-26.8
Cn1c(=O)c2c(nc(N3CCCCC3)n2C)n(C)c1=O,1.1,37.8,0.6,-1.2,0.8,6.9,-19.0,15.1,-6.9
CCCCNC(=O)CCNS(=O)(=O)c1ccc(C)cc1,0.8,17.6,0.8,0.8,2.6*,4.6,1.3,-160.9,17.9
c1ccc(-n2nnnc2-c2cnc(-c3cccnc3)nc2-c2cccs2)cc1,nt,nt,nt,14.8,nt,5.1,-13.3,nt,7.5
CN(Cc1nc(-c2ccccn2)no1)S(=O)(=O)c1ccc(Br)cc1,0.9,60.6*,0.4,8.3,0.4,3.8,-5.0,60.6*,-21.0
CCNc1nc(OCCNC(C)=O)nc(N(C)C)n1,1.1,-1.8,1,4.7,1,-5.4,-5.3,-1.0,-11.9
Cn1c(SC2C(=O)CC(C)(C)CC2=O)nnc1-c1ccco1,1.1,2.5,1,nt,1,nt,nt,1.9,nt
CC(=NCCCn1ccnc1)c1c(-c2ccccc2)[nH]n(-c2nc3ccccc3s2)c1=O,2*,99.1*,0,10.3,0,5.2,-14.2,98.0*,-24.7
Cc1cc(C)nc(NS(=O)(=O)c2ccc(NC(=O)c3ccc(S(=O)(=O)N4CCOCC4)cc3)cc2)n1,1.3,-7.1,1.1,0.3,1,1.4,7.0,-3.9,8.3
Cc1ccc(OC(=O)c2ccc3snnc3c2)cc1,1.1,48.9,0.5,2.5,0.8,-9.7,-7.6,21.5,1.9
CCOc1ccccc1NC1c2ccccc2C(=O)N1c1cccnc1 (stereo unspecified),0.8,52.1*,0.5,-0.2,0.9,1.8,-9.3,5.3,11.5
C=CCN=C1CC(C)(C)CC(=O)/C1=C(\O)c1ccccc1,1.1,1.9,1,0.5,1.1,-5.3,-11.6,-9.9,-1.3
O=C(c1cc(-c2cccnc2)nc2ccc(Br)cc12)N1CCN(c2ncccn2)CC1,1.5,33.9,0.7,nt,0.4,nt,nt,58.1*,nt
CCOC(=O)N1CCN(C(=O)c2cc(S(=O)(=O)N3CCCC3)cn2C)CC1,1.1,16.5,0.8,9.7,0.8,-7.1,-14.6,20.2,-5.2
Cc1ccc(N2CCN(CCc3nc4cc(NC(=O)c5ccco5)ccc4n3C)CC2)cc1,1.3,44.5,0.6,-0.1,0.3,-9.4,-4.5,69.0*,-6.1
CCCc1nc2oc(C(=O)c3ccccc3)c(N)c2c2c1COC(C)(C)C2,0.9,-0.9,1,0.6,0.9,-0.5,-1.9,13.2,21.7
O=C(Oc1nsnc1N1CCOCC1)N(c1ccccc1)c1ccccc1,1.4,37.1,0.6,8.3,0.5,-6.3,-1.2,45.3,28.7
CCOC(=O)Nc1ccc2c(c1)N(C(=O)CN(CC)CC)c1ccccc1C=C2,1.4,45.6,0.5,2.3,0.5,-2.5,-4.8,49.1,1.4
O=[N+]([O-])c1cc(Cl)ccc1Sc1cccc2cccnc12,0.8,24.9,0.8,-0.1,1,-0.9,1.4,1.5,-9.3
CCN1C(=O)/C(=C/N(C(C)=O)c2ccccc2)N(c2ccccc2)C1=S,1.5,62.8*,0.4,8.4,0,-3.1,-23.4,95.4*,-29.5
CCOC(=O)C1=C(C)OC(N)=C(C#N)C1c1cc2ccccc2nc1N1CCCCC1 (stereo unspecified),nt,nt,nt,19.4,nt,-9.3,-10.2,nt,2.8
COc1cc(OC)c(NC(=O)CCNC(=O)Cn2cnc3ccccc3c2=O)cc1Cl,1.1,-12.6,1.1,3.3,0.7,-1.9,-5.8,30.1,19.9
O=C(/C=C/c1ccc(Cl)c(Cl)c1)n1cccn1,1.1,5.9,0.9,1.1,1,-7.0,-8.8,0.2,1.8
O=C1CC(N2CCN(Cc3ccc4c(c3)OCO4)CC2)C(=O)N1Cc1ccc(N2CCCC2=O)cc1 (stereo unspecified),1.2,12.8,0.9,7.7,0.9,-1.0,13.0,9.9,-10.9
CCOC(=O)C(NC(=O)c1ccccc1)=C1CCCCC1,1,13.8,0.9,1.3,0.7,-5.1,-8.5,30.1,-2.5
COc1ccc(-n2c(C)c(C(C)=O)c(C(C)=O)c2C)cc1OC,1.1,67.6*,0.3,3.7,1,2.5,-7.0,-0.5,12.3

# Screens as filed in PubChem BioAssay.
